# Source: PubChem
# TEAD-YAP block: TEAD-YAP interaction inhibition; HEK-TIYL cells, TEAD-Gal4/YAP UAS-luciferase luminescence; inhibition, % at 9.12 µM; 640,000 compounds, 1.4% hits; AID 1259422; in the data active = inhibition above about 32%;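 also: 0% = median of test compound wells and 100% = reference inhibitor wells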
# FBW7 act: activators of human E3 ligase FBW7; 650,000 compounds, 0.13% hits; normalized activity (activation), % at 26.1 µM; AlphaScreen FBW7–phospho-cyclin E peptide binding, activator screen; Q969H0; in the data active = normalized activity above about 1.9%;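 also: purified mutant Fbw7 with reduced substrate affinity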
# GPR151 ag: activates the human receptor GPR151 | Q8TDV0 | PathHunter beta-arrestin GPR151 cells, luminescence | activation, % at 11.2 µM | 650,000 compounds, 1% hits | AID 1508602; in the data active = activation above about 4.9%;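 also: 0% = median of compound wells and 100% = cells with positive control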
# Target sequence (Q8TDV0 whole entry, looked up): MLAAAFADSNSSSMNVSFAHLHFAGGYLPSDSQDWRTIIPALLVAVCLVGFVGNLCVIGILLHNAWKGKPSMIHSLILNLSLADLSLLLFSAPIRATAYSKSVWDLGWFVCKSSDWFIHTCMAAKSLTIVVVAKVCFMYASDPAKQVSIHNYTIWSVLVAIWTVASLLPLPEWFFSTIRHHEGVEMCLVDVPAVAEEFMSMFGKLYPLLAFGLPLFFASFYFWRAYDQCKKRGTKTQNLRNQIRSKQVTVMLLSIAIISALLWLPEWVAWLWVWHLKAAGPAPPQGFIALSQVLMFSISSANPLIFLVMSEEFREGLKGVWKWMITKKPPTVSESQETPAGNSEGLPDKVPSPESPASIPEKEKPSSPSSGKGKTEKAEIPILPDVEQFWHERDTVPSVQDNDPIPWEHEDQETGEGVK
# MITF primary: human MITF inhibition, primary screen. O75030. AlphaScreen MITF homodimerization, bead proximity signal. inhibition, % at 2.6 µM. 650,000 compounds, 0.91% hits. AID 1259374; in the data active = inhibition above about 50%;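 also: 0% = vehicle wells with protein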
# Target sequence (O75030 whole entry, looked up): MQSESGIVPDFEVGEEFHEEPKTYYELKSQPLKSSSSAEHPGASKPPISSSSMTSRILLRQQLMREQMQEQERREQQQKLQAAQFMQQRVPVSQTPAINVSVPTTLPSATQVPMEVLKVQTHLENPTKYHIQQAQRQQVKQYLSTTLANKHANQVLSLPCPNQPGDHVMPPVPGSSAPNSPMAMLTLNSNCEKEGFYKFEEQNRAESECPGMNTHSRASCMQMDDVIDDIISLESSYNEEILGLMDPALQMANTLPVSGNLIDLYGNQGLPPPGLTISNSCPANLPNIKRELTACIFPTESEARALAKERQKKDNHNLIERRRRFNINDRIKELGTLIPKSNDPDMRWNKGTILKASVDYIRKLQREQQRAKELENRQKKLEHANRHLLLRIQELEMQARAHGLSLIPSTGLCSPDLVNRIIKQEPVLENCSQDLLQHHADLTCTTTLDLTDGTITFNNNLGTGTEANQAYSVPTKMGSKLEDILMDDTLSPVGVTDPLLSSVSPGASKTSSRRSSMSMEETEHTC
# An asterisk follows results filed as active; i = inactive.
SMILES,TEAD-YAP block,FBW7 act,GPR151 ag,MITF primary
Cc1c(C(=O)N2CCN(c3ccc(F)cc3)CC2)sc2ncn(CC(=O)Nc3cccc(C(F)(F)F)c3)c(=O)c12,3.2,-0.2,-0.8,-1.6
Cc1ccc(Nc2cn[nH]c(=S)n2)cc1,5.0,-0.1,-0.7,-13.1
Cc1cccc(C2=N/C(=C\c3ccccc3C(F)(F)F)C(=O)O2)c1,-4.0,0.0,1.0,0.0
CCCOC(=O)c1ccc(NC(=O)c2ccc(Cl)cc2Cl)cc1,-15.4,0.1,2.0,-7.9
O=c1c2ccccc2nc(/C=C/c2ccc(Br)cc2)n1CCCO,5.8,-0.3,-0.1,-5.5
CCNS(=O)(=O)c1ccc(NC(=S)NCc2ccco2)cc1,-1.7,-0.2,-0.3,-9.6
O=C(O)COc1ccccc1/C=C1\NC(=S)NC1=O,8.1,-0.1,0.5,3.1
CCOC(=O)C1CCN(Cc2nnc(-c3ccccc3C)o2)CC1,16.1,0.7,1.6,-0.7
Nc1cccc(-c2nc(NCc3cccc(C(F)(F)F)c3)c3[nH]cnc3n2)c1,-3.4,0.0,0.8,4.0
CSc1nccc(-c2cc(F)cc3c2OC(CNC(=O)c2cncs2)C3)n1 (configuration not stated),-1.8,0.0,1.2,1.4
Cc1nn(C)c(C)c1NC(=S)NC1CCCC1,6.0,-0.1,1.1,-0.7
CN(C)c1ccc(/C=C2\N=C(c3cccc(Cl)c3)OC2=O)cc1,-3.2,0.0,0.8,7.1
O=C(c1ccco1)N1N=C(c2ccncc2)CC1c1ccccc1O (configuration not stated),2.9,-0.1,-0.4,4.7
CC(C)=CCCC(C)CN1CCc2nnc(CCNC(=O)C3CCC3)n2CC1 (configuration not stated),10.4,0.1,-0.1,4.5
CCOc1ccc(NC(=O)c2sc3ncn(CC(=O)N4CCCCC4C)c(=O)c3c2C)cc1 (configuration not stated),-23.8,-0.6,0.8,-0.2
COCCNC(=O)c1cn(C[C@H]2CCCN(C(=O)c3cccnc3)C2)nn1,9.2,0.3,0.3,14.3
CN(C)C(=O)CSc1nnc2c3ccccc3nc(Cc3ccccc3)n12,7.9,0.1,-0.3,4.9
COC(=O)C1=C(C)N(CC(C)C)C(=O)/C1=C\c1ccc2c(c1)OCO2,-16.0,-0.3,-0.4,8.4
COC(=O)C1=C(C)NC(C)=C(C(=O)OC)C1c1ccc(OC)cc1,-12.2,-0.1,-1.2,0.5
CCCN(C(=O)C1CCCC1)c1c(N)n(Cc2ccccc2)c(=O)[nH]c1=O,-0.3,0.0,0.2,-3.0
CC1CN(c2ccc(Br)cc2)c2nc3c(c(=O)n(CCCO)c(=O)n3C)n2C1 (configuration not stated),-2.7,0.1,-1.1,16.3
O=c1cc(N2CCc3ccccc3C2)[nH]c(=O)n1-c1ccc(Br)cc1,0.7,0.1,1.9,-7.0
c1ccc(N=C2NN=C(c3ccccc3)CS2)cc1,-35.9,0.0,0.9,-6.8
CCCCCCOc1ccc(NC(=O)C2CC(=O)N(CC)C(=Nc3ccc4c(c3)OCO4)S2)cc1 (configuration not stated),-7.5,0.1,-0.5,8.8
CCSc1nnc2[nH]c(=O)cc(N)n12,8.8,0.0,-0.4,-2.4
COc1ccc(-c2nnc(SCC(=O)c3nnc(-c4ccccc4)o3)o2)cc1OC,-9.8,-0.1,0.8,7.0
CC(=O)Nc1ccc(NC(=O)c2cccc(-c3csc4ccccc34)n2)cc1,-17.2,-0.1,-0.5,4.6
COCCN1C(=O)c2oc3ccc(F)cc3c(=O)c2C1c1ccc(OCC(N)=O)cc1 (configuration not stated),-10.2,-0.1,-1.3,-7.0
CCN1C(=O)c2cccc3c(NC(=O)c4cccs4)ccc1c23,-5.5,0.0,0.1,-0.7
CCCOc1ccc(CC(=O)N/N=C\c2ccc(F)cc2)cc1,-4.3,0.1,0.1,-4.0
CCOC(=O)CN1C(=O)C(O)(CC(=O)c2ccc3ccccc3c2)c2ccccc21 (configuration not stated),-26.5,0.2,1.9,9.5
N/C(=N\O)c1ccc(NC(=O)c2ccncc2)cc1,0.6,0.0,0.4,1.9
CC(CN1CCOCC1)OC(=O)c1ccc(Cl)cc1Cl (configuration not stated),0.2,0.4,-1.9,21.8
CC12C=CC(C)(O1)C1C(=O)N(c3ccc4c(c3)OCO4)C(=O)C12 (configuration not stated),6.5,0.1,2.2,-2.8
CC1=CC(=O)C(C(=O)/C=C/c2ccc(N(C)C)cc2)C(=O)O1 (configuration not stated),-24.3,0.2,-0.9,-3.7
CCSc1nnc(C)c(=O)n1COC(=O)c1ccc(Br)cc1,4.2,-0.1,-0.4,-6.6
CN1CCC(N2CCC(Oc3cccc(C(=O)NCCc4cnn(C)c4)c3)CC2)CC1,-3.7,0.0,-1.1,-5.2
OCC1(c2cc(C(F)(F)F)n[nH]2)CCCCC1,11.1,0.1,0.9,-5.3
O=C(CN1C2=NCCCN2c2ccccc21)c1cccc(Br)c1,15.2,0.2,0.6,6.9
CCOc1ccc2[nH]c(SCC(=O)OC)c([N+](=O)[O-])c2c1,6.3,0.3,0.6,-1.4
N#Cc1c(SCC(=O)OCc2ccccc2)nc2c(c1-c1ccc(O)cc1)CCCC2,22.7,0.0,0.2,3.1
O=C1c2ccc(-c3nc4cc(Cl)ccc4o3)cc2C(=O)N1CC1CCCO1 (configuration not stated),-2.0,0.1,-1.0,26.5
O=C1CSc2cc(S(=O)(=O)N3CCN(c4ccccc4)CC3)ccc2N1,-1.7,-0.1,0.3,7.7
O=C(Nc1ccccc1[N+](=O)[O-])c1ccc(S(=O)(=O)N2CCCCC2)cc1,2.6,-0.2,0.6,-0.9
Cc1nnc(NC(=O)c2cc(F)c(F)cc2Cl)s1,-6.1,0.0,-0.8,2.1
Cc1cc([N+](=O)[O-])ccc1NC(=O)CCCCCN1C(=O)c2ccccc2C1=O,3.8,0.0,0.0,4.7
CCOC(=O)C1=C(C)NC2=C(C(=O)C(C(=O)OC)C(C)C2)C1c1ccccc1OCc1ccccc1 (configuration not stated),5.8,1.0,-0.5,14.9
O=C(O)CN(c1ccc(O)cc1)S(=O)(=O)c1ccc([N+](=O)[O-])cc1,-4.6,-0.1,0.8,4.2
O=C(CC1C(=O)NCCN1Cc1ccccc1C(F)(F)F)NCc1ccccc1Cl (configuration not stated),15.2,0.1,-1.1,12.3
O=[N+]([O-])c1ccc(SCc2ccccn2)cc1,-8.4,-0.1,-0.2,11.5
Cc1nc2sc3c(NCC4CCCO4)ncnc3c2c2c1COC(C)(C)C2 (configuration not stated),-11.1,0.3,-0.7,15.0
C/C(CC(=O)Nc1ccc(C)cc1)=N\NC(=O)c1cccc(I)c1,1.5,0.1,0.3,-6.9
O=C1C2CC=C(Cl)CC2C(=O)N1CNc1ccccc1Cl (configuration not stated),1.2,0.0,-0.8,9.0
Cc1cc(NC(=O)COc2ccc(Cl)c(C)c2)no1,-18.4,0.1,1.1,0.5
CCOC(=O)C1=C(C)SC2=NS(=O)(=O)CCN21,-1.8,0.1,0.5,11.8
FC(F)(F)c1nc2ccccc2n1Cc1ccc(Cl)cc1Cl,-7.9,0.0,0.5,-4.7
O=C(Nc1ccc(F)cc1)C1CCC(N2C(=O)c3ccccc3C2=O)CC1 (configuration not stated),12.8,-0.1,1.0,7.2
C/C(CC(=O)Nc1cc(C)ccn1)=N\NC(=O)c1cccc(F)c1,-49.2,-0.7,-0.8,0.1
CC(Nc1ccccc1CO)C(=O)N1CCOCC1 (configuration not stated),0.7,-0.1,-1.5,-0.3
CC(C)N(C(=O)CSCc1nc2ccccc2[nH]1)c1ccccc1,1.0,0.0,0.8,4.3

# The list continues.
SMILES,TEAD-YAP block,FBW7 act,GPR151 ag,MITF primary
CCOC(=O)C1CCN(Cc2ccc(OCC)cc2)CC1,-6.7,0.1,-0.1,28.3
Cc1cc(=O)[nH]c(-n2nc(C3CC3)cc2NC(=O)Cc2ccccc2)n1,19.4,-0.8,-0.4,13.5
O=C(COc1ccccc1[N+](=O)[O-])N/N=C/c1ccc(-c2ccc([N+](=O)[O-])cc2)o1,4.4,-0.1,-0.9,4.4
CCCN1C(=O)CN(C2CCCCC2)C(=O)C1c1ccc(OC(C)C)c(OC)c1 (configuration not stated),2.4,0.1,-1.1,18.4
CCOc1ccc(CNCCCN(CC)CC)cc1OC,2.4,0.4,1.4,49.8
O=[N+]([O-])c1ccccc1Nc1nc(-c2ccncc2)cs1,-34.1,-0.4,0.6,12.9
CC(=O)c1cccc(-c2cccc(C(=O)Nc3ccccc3)n2)c1,10.2,0.2,1.1,12.5
Cc1cc(C)c(CN2CCc3nnc(C(NS(C)(=O)=O)C(C)C)n3CC2)cc1C (configuration not stated),-2.8,-0.1,-1.2,3.9
CCN1CCCC(NC2=CC(=O)OC23CCCCC3)C1 (configuration not stated),-11.4,0.2,-2.0,10.7
O=c1c2ccccc2nc(SCc2cc(F)cc3c2OCOC3)n1C1CCCCC1,2.2,0.1,-2.4,69.4*
CN(C)CCCNC(=O)c1cc(-c2ccccc2)nc2ccccc12,-1.5,0.1,1.1,i
C/C(=N\N1CCN(C)CC1)c1ccc2c(c1)Nc1ccccc1S2,-7.4,-0.3,-0.2,-1.6
O=C(CSc1nc2c(sc(=S)n2-c2ccccc2)c(=O)n1-c1ccccc1)Nc1cccc(C(F)(F)F)c1,-3.8,0.1,-1.3,-4.2
CCc1c(NC(=O)Nc2ccc(C)cc2)cc(C(C)(C)C)cc1NC(=O)Nc1ccc(C)cc1,-4.2,0.1,-0.5,-10.5
CN(CCOc1ccccc1)S(=O)(=O)c1ccc2oc3ccccc3c2c1,-4.6,-0.1,-0.2,-10.2
COc1cc(C2C(=O)N(C3CCCCC3)CC(=O)N2CCc2ccccc2)ccc1OC(C)C (configuration not stated),-5.7,0.0,-0.2,1.6
CCOCCCNC(=O)C(NC(=O)Cc1c[nH]c2ccccc12)c1ccc(OC)cc1 (configuration not stated),-2.4,0.0,0.2,7.3
COc1ccc2nc(NC(=O)COC(=O)CC(NC(=O)c3ccccc3)c3ccccc3)sc2c1 (configuration not stated),-28.4,0.2,-1.9,1.8
Cc1ccc2nc(C3CCCN3C(=O)CCN3CCC(C)CC3)[nH]c2c1 (configuration not stated),-0.8,0.0,-0.1,-5.1
C=CCNC(=S)Nc1ccc2nccnc2c1,-13.4,0.3,0.9,19.5
O=C(NCCn1cc(SCC(=O)N2CCOCC2)c2ccccc21)c1ccccc1,-1.1,-0.1,0.1,8.3
Cc1cccc(C(=O)Nc2ccccc2C(C)C)c1,-5.2,-0.1,-2.6,-14.9
Cc1c(C(=O)N2CCC[C@H]2CO)sc2ncnc(NCc3ccccn3)c12,6.5,0.2,-1.1,11.7
CC1CN(CCC(=O)NCc2nc(-c3ccccc3)cs2)Cc2ccccc2O1 (configuration not stated),-2.1,-0.2,1.2,3.5
COc1ccc(-c2c(C)n([O-])c3c([n+]2=O)CCCCC3)cc1OC,6.3,0.0,0.4,-0.3
CC(=O)OC(CNS(=O)(=O)c1ccc(C)cc1)c1ccccc1 (configuration not stated),-3.2,0.0,-0.8,10.7
COc1cccc(NC(=O)c2noc3c2CSc2ccccc2-3)c1,-79.5,0.9,-6.0,18.2
O=C(Nc1ccc(Br)cc1)c1cncc(Br)c1,-28.6,0.1,0.5,2.8
NC(=O)c1cc(NC(=O)c2ccc(NS(=O)(=O)c3cccs3)cc2)cc(C(N)=O)c1,0.0,0.1,0.6,5.5
Cc1cccc(CSc2nnc(CNC(=O)c3ccc(F)cc3)o2)c1,-3.5,0.1,0.0,6.0
CC(=O)N/C(=C\c1ccccc1)C(=O)Nc1cc(C)cc(C)c1,12.2,0.0,0.7,-0.1

# This is a random part of the collection; any-hit rate near 3.4%.
